MCL1-BIM inh = MCL1-BIM-BH3 interaction inhibition (human); Q07820; GST-MCL1 / FITC-Bim-BH3 fluorescence polarization; inhibition, % at 10.9 µM; 0.68% of 320,000 active; AID 2057;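 active means inhibition above the mean inhibition of all tested compounds plus 3 SD, set per campaign, cut at about 40% in these data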;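 further: 0% = DMSO wells and 100% = unlabeled Bim-BH3 peptide control; higher means more loss of mP so more displacement of Bim peptide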
GLD-1 RNA inh = GLD-1-TGE RNA interaction inhibition (C. elegans); AID 2280; Q17339; 0.44% of 320,000 active; inhibition, % at 5.96 µM; purified GLD-1 + fluorescein TGE RNA, fluorescence polarization;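 active means percent inhibition above a per-plate cutoff, the plate mean of test compounds plus 3 SD, cut at about 30% in these data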;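 further: 0% = DMSO wells with GLD-1 and probe and 100% = wells lacking GLD-1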
GRK2 inh = inhibitors of human GRK2 displacing RNA aptamer; 0.59% of 330,000 active; inhibition of aptamer binding, % at 10 µM; AID 488847; P25098; bead flow cytometry, FAM-aptamer displacement from GRK2;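 active means inhibition of aptamer binding above 40%, roughly 3 SD of noise, on plates passing a quality check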;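 further: median bead fluorescence of bound FAM aptamer so fluorescent compounds give negative values; no value below 0 was filed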
Efflux pump mplx = inhibitors of Candida antifungal efflux pumps expressed in yeast; S. cerevisiae Candida pump triplex, Nile Red efflux; 0.44% of 330,000 active; inhibition, % at 10 µM;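 active means plate passing quality check with inhibition over a set limit, or well fluorescence over plate mean plus 4 SD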;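 further: Nile Red retained in pooled yeast measured as flow cytometry median fluorescence; 0% = buffer negative control and 100% = Enniatin B positive control; higher means more Nile Red kept so more efflux inhibition; some compounds called inactive have numbers as strong as hits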
BCLXL inh = blocks human Bcl-xL binding to Bim BH3 peptide; GST-Bcl-xL / FITC-Bim BH3 peptide fluorescence polarization; inhibition, % at 10.9 µM; 0.7% of 320,000 active; AID 2129;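 active means inhibition above the mean of all tested compounds plus 3 SD, cutoff set per campaign, cut at about 30% in these data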;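 further: 0% = DMSO wells and 100% = unlabeled Bim-BH3 peptide competitor; inhibitors lower millipolarization by displacing the labeled peptide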
PME-1 primary = PME-1 (human) inhibition | Q9Y570 | recombinant PME-1, FP-Rh probe fluorescence polarization | inhibition, % at 5.9 µM | 0.53% of 320,000 active;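 active means inhibition above the campaign mean of all compounds plus 3 SD, cut at about 26% in these data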;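 further: competitive labeling of PME-1 active site by serine hydrolase directed probe; 0% = PME-1 with DMSO and 100% = wells lacking PME-1 enzyme; inhibitors block probe labeling so polarization falls and inhibition rises; many of its hits are not listed in these tables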
VLA-4 inh = inhibition in a human VLA-4 binding assay | inhibition, % (about 7 µM as worked out from the volumes in the protocol) | 0.2% of 330,000 active | VLA-4 expressing cells, ligand binding flow cytometry | P13612; in the data active means inhibition above about 50%
Target sequence (P13612 whole entry, looked up): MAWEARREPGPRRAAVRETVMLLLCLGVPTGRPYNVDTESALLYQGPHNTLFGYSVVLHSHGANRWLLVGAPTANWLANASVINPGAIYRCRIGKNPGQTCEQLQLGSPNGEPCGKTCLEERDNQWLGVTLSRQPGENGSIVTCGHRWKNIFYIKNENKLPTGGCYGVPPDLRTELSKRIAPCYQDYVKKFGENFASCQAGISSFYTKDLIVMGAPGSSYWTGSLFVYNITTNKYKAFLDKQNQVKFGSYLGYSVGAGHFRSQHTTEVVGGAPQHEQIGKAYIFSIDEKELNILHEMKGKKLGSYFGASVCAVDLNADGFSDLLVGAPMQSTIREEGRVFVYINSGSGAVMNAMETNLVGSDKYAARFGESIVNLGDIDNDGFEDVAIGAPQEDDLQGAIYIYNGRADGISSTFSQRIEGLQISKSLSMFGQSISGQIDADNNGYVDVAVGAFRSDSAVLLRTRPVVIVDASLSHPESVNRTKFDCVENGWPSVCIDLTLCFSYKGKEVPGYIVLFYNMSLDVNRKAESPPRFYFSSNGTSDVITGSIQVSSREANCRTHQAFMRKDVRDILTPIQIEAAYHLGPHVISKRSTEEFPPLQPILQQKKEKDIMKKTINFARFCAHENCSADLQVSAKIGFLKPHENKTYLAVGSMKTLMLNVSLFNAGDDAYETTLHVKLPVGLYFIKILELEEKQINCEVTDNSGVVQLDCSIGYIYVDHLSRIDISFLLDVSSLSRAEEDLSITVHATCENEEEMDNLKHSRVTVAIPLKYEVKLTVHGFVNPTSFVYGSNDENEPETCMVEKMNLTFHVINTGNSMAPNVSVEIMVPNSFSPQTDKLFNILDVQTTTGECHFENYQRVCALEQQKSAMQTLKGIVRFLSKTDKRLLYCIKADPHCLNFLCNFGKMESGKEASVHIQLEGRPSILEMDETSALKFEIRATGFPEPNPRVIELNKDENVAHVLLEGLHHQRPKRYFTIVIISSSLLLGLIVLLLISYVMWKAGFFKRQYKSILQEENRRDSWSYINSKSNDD
Fam108B inh = Fam108B inhibition, counter-screen for RBBP9 inhibitors; recombinant Fam108B, FP-Rh probe fluorescence polarization; inhibition, % at 9.51 µM; 0.33% of 300,000 active; AID 1947;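 active means inhibition above the screen mean inhibition plus 3 SD, computed separately per campaign, cut at about 18% in these data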;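 further: inhibitors lower polarization as less probe binds the enzyme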
MEX-5 binding = C. elegans MEX-5 TCR-2 RNA binding activity. Q9XUB2. MEX-5/FITC-TCR2 RNA binding, fluorescence polarization; hits give low values. activity score (negative = inhibition of binding), % at 10 µM. 0.38% of 300,000 active. AID 1832;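 active means inhibition past about -25% in most replicates, and total fluorescence under double the plate's negative control median, limit read from the data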;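 further: 0% = DMSO and -100% = 5 µM competing unlabeled TCR2 RNA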
* = called active by the depositor; i = inactive; x = no result given.

The first two entries as a preview:
# | SMILES | MCL1-BIM inh | GLD-1 RNA inh | GRK2 inh | Efflux pump mplx | BCLXL inh | PME-1 primary | VLA-4 inh | Fam108B inh | MEX-5 binding
1 | CCN(CC)CCNC(=O)c1cn(CC)c2ccc(S(=O)(=O)N3CCc4ccccc4C3)cc2c1=O | -1 | 4 | 0 | 0.0 | 3 | 22 | 0 | -2 | 0.1
2 | Cc1nc2c(C(=O)NCc3ccccc3Cl)c[nH]n2c(=O)c1Cl | 13 | 7 | 0 | -0.1 | 9 | 13 | 1 | -1 | -3.9

Results, repeating the preview:
# | SMILES | MCL1-BIM inh | GLD-1 RNA inh | GRK2 inh | Efflux pump mplx | BCLXL inh | PME-1 primary | VLA-4 inh | Fam108B inh | MEX-5 binding
1 | CCN(CC)CCNC(=O)c1cn(CC)c2ccc(S(=O)(=O)N3CCc4ccccc4C3)cc2c1=O | -1 | 4 | 0 | 0.0 | 3 | 22 | 0 | -2 | 0.1
2 | Cc1nc2c(C(=O)NCc3ccccc3Cl)c[nH]n2c(=O)c1Cl | 13 | 7 | 0 | -0.1 | 9 | 13 | 1 | -1 | -3.9
3 | COc1ccc(C(c2nnnn2Cc2cccs2)N2CCN(c3ccccc3F)CC2)cc1 (stereo not given) | 7 | -5 | 0 | -0.1 | 4 | -8 | -5 | -4 | 2.3
4 | Nc1cccc(S(=O)(=O)c2ccc(N)c(N)c2)c1 | 3 | -6 | 0 | 0.1 | 6 | -4 | 3 | -1 | -0.1
5 | CC(C)N(C)Cc1nnnn1CC(=O)NCc1cc(F)cc(C(F)(F)F)c1 | x | x | 0 | -0.1 | x | x | -11 | x | -0.9
6 | CN(C)CCCNC(=O)c1ccc(Oc2ccccc2)cc1 | 6 | -7 | 0 | 0.8 | 7 | 0 | -2 | 4 | -1.0
7 | Cc1ccc2occ(CN3CCN(Cc4ccccc4)CC3)c(=O)c2c1 | -9 | 3 | 0 | 0.0 | -3 | 5 | 13 | -1 | -0.3
8 | O=C(CNC(=O)c1ccccc1F)OC1CCOC1=O (stereo not given) | x | 5 | 0 | -0.1 | x | x | -1 | x | x
9 | COc1ccccc1NC(=S)N(Cc1ccc(C(=O)O)cc1)Cc1ccc(OC)c(OC)c1 | 2 | 3 | 0 | 0.3 | 5 | 0 | 24 | -6 | -0.3
10 | CC1=C(C#N)C(NC(=O)c2ccc(Cl)cc2)(C(F)(F)F)C(=O)N1 (stereo not given) | 6 | 1 | 1 | 0.0 | 6 | -5 | 16 | 1 | 0.4
11 | CCC(=O)c1ccc(N2CCOCC2)c(F)c1 | 0 | -3 | 4 | 0.2 | 2 | -1 | -2 | -5 | 0.0
12 | Cc1ncsc1C(=O)N1CCCC(C(=O)c2ccc3ccccc3c2)C1 (stereo not given) | 8 | 10 | 0 | 0.1 | 4 | 12 | -2 | 2 | -1.9
13 | Cc1ccc(CNc2nc3ccccc3n3cnnc23)cc1 | 8 | 0 | 3 | -0.1 | 7 | 0 | -9 | -1 | 1.6
14 | Cc1ccc(NC(=O)COC(=O)c2ccc(S(=O)(=O)NCc3ccco3)cc2)cc1 | -3 | 7 | 0 | 0.0 | -4 | -3 | 5 | x | x
15 | Cc1cc(C)n2nc(C(=O)NCc3ccccc3)cc2n1 | 4 | 2 | 4 | -0.1 | 0 | 6 | 10 | 3 | -0.7
16 | C=C(C)c1cccc(C(C)(C)NC(=O)Nc2nnc(C(C)C)s2)c1 | 5 | 2 | 0 | 0.1 | 3 | -1 | -29 | 1 | 1.0
17 | O=C(c1ccc(F)cc1)N1CCN=C1c1ccccc1 | 0 | -7 | 0 | 1.9 | 3 | -3 | 11 | 5 | -0.1
18 | CSc1nnc(C(C)(C)C)c(=O)n1/N=C/c1ccc(C(C)C)cc1 | 3 | -6 | 3 | 0.2 | 1 | 1 | 10 | -1 | 2.6
19 | O=C(COc1ccc([N+](=O)[O-])cc1)Nc1ccc(C(=O)NCc2cccnc2)cc1 | 1 | 6 | 0 | -0.2 | 1 | -7 | 29 | -3 | 0.4
20 | CCOc1cccc(/C=C(/C#N)c2nc3ccccc3[nH]2)c1OCC(=O)O | 7 | 8 | 5 | 0.0 | 2 | -1 | 0 | 4 | -2.7
21 | CC(C)c1ccc2occ(-c3nn[nH]n3)c(=O)c2c1 | -4 | -8 | 3 | 0.1 | 2 | 2 | 0 | -1 | -0.5
22 | C1=CC2CC1CC2CN1CCN(Cc2ccccc2)CC1 (stereo not given) | 5 | -3 | 0 | 0.0 | 6 | -11 | -11 | -1 | 0.6
23 | N/C(Cc1cccc2ccccc12)=N\OC(=O)c1ccccc1F | x | x | 2 | 0.1 | x | x | -4 | x | 2.7
24 | Cc1ccc(C(NC(=O)c2cccc(S(=O)(=O)N3CCN(C)CC3)c2)c2ccccc2)cc1 (stereo not given) | -9 | 6 | 0 | -0.1 | -7 | 2 | 9 | x | x
25 | CCN(CC(=O)NC1CCCCC1)S(=O)(=O)c1ccc(Cl)cc1 | 11 | 6 | 0 | 0.2 | -1 | 0 | 8 | -3 | 2.1
26 | COC(=O)[C@@H](NC(=O)c1ccc(OC2CCN(Cc3ccccn3)CC2)cc1)C(C)C | -2 | 5 | 0 | 0.4 | 0 | -2 | 6 | 0 | -3.7
27 | CCCCN1C(=O)/C(=C/C=C2\N(C)c3ccccc3C2(C)C)SC1=S | -59 | 11 | 0 | 0.6 | -43 | -10 | i | -16 | x
28 | CCOc1ccc(/C=C2/SC(=S)N(n3c(C)ccc3C)C2=O)cc1 | 9 | 9 | 0 | -0.1 | 5 | -3 | 8 | -3 | 0.1
29 | COc1c(Cl)cc(C(=O)Nc2ccc(Cl)cn2)cc1Cl | -6 | -2 | 3 | 0.0 | 3 | -7 | 0 | 8 | -0.3
30 | CC1CCc2nc3ccccc3c(C(=O)OCC(=O)N3CCc4ccccc43)c2C1 (stereo not given) | -4 | 0 | 4 | -0.1 | 8 | -2 | -8 | -11 | -1.8
31 | COc1ccccc1-n1ccnc(SCC(=O)NC2CCCCC2)c1=O | 6 | -4 | 0 | -0.1 | 5 | 2 | 0 | -1 | 2.5
32 | O=C(CNc1cccc(S(=O)(=O)N2CCCCC2)c1)Nc1cccc(F)c1 | -1 | 3 | 0 | -0.1 | 8 | 4 | 7 | 1 | -1.4
33 | Cc1c(C(=O)Oc2ccc(Cl)cc2)n(C)oc1=O | 7 | -2 | 0 | 0.0 | 8 | -6 | 14 | -2 | 1.9
34 | CCCOc1ccc(Cc2c(Cl)nc(SC)nc2OC)cc1 | 9 | 4 | 0 | -0.5 | 3 | 6 | -5 | -1 | 1.8
35 | CC/C(=N\NC(=O)c1c[nH]c2ccccc12)c1cccs1 | 3 | 4 | 0 | 0.1 | 1 | -5 | 11 | -1 | 0.3
36 | C#CCNC(=O)C1=C[C@@H](c2ccccc2)C[C@@H](OCCCCO)O1 | 16 | 2 | 1 | 0.0 | 10 | -2 | 39 | -1 | 2.4
37 | O=C(Nc1cccnc1Cl)c1cc(-c2ccc(Cl)cc2)on1 | 7 | 7 | 0 | 0.0 | 4 | -6 | -4 | 2 | -0.1
38 | CCn1c(Cc2ccccc2)nnc1SCC(=O)Nc1nccs1 | 4 | 9 | 0 | 0.1 | 3 | 2 | 5 | 1 | 2.2
39 | COC(=O)/C(=N/Nc1ccccc1C)Sc1nnc(C(O)c2ccccc2)n1-c1ccccc1 (stereo not given) | 15 | 4 | 0 | 0.0 | 10 | 0 | 9 | -1 | -1.5
40 | CN(C)c1cccc(NC(=O)Cc2ccc(F)cc2)c1 | -7 | 2 | 0 | 0.1 | -5 | -4 | -8 | -3 | 3.9
41 | Fc1ccc(NC(=S)N2CCSC2c2cccs2)cc1 (stereo not given) | 9 | 3 | 3 | -0.2 | 6 | 3 | 8 | 0 | -0.4
42 | Nc1nc2c(c3c1c(=O)oc1ccccc13)CCCCC2 | 5 | 9 | 1 | 0.0 | 4 | 3 | -2 | -1 | -2.5
43 | CCOC(=O)/C(C)=N/NC(=O)c1ccc([N+](=O)[O-])cc1 | 7 | 9 | 0 | 0.1 | 2 | 1 | 4 | -6 | 2.4
44 | O=C(COc1ccc(-c2ccccc2)cc1)NNC(=O)NC1CCCCC1 | 2 | -4 | 0 | 0.2 | 9 | 2 | 8 | 3 | -0.2
45 | O=C(CN1CCN(c2ccc(F)cc2)CC1)Nc1cccnc1Cl | 7 | 6 | 0 | 0.0 | 4 | -9 | -15 | 0 | 1.4
46 | COc1cccc(CN2CC(C(=O)NCc3ncc(C)[nH]3)CCC2=O)c1 (stereo not given) | -2 | 3 | 2 | 0.1 | 7 | 1 | 15 | 0 | -1.9
47 | Cc1ccc(OCCCSc2ncccn2)cc1C | -5 | 0 | 0 | -0.1 | -1 | -2 | -3 | 0 | 1.4
48 | COc1cccc(OC)c1C(=O)Nc1ccc2c(c1)n(C)c(=O)n2C | 5 | -2 | 1 | 0.0 | 2 | -7 | 9 | 3 | -0.2
49 | Cc1ccc(-n2ncc(-c3nnc(SCC(=O)NC4CCCC4)o3)c2N)cc1C | -20 | 0 | 1 | -0.1 | -1 | -3 | -2 | 0 | -2.4
50 | CCOc1ccc(N2C(=O)CSC2=NC#N)cc1 | -4 | 3 | 0 | 0.0 | -4 | -8 | -4 | x | x
51 | CCOc1ccc(C(=O)OCC(=O)NCCCc2ccccc2)cc1 | -1 | 6 | 0 | 0.1 | 116* | 1 | 10 | -2 | 0.1
52 | COc1ccccc1N1CCN(C(=O)CCCNC(=O)Cn2cnc3sc(C)c(C)c3c2=O)CC1 | -2 | 5 | 2 | 0.0 | 0 | -2 | 8 | 2 | 0.5
53 | O=C(CCN1CCN(CC(=O)Nc2ccccc2F)CC1)Nc1ccccc1F | 2 | -2 | 2 | -0.1 | 11 | 1 | -1 | -2 | -0.4
54 | CC(C)[C@H](NC(=O)[C@@H]1CSC2c3ccccc3C(=O)N21)C(=O)NCc1ccncc1 (stereo not given in full) | 1 | -5 | 4 | -0.1 | 4 | 6 | 14 | -1 | 0.5
55 | Cc1nn(CC(=O)NCc2ccccn2)c(C)c1[N+](=O)[O-] | 5 | 2 | 1 | -0.1 | -1 | -5 | -2 | -5 | 1.0
56 | Cc1cc(C(=O)COC(=O)c2cnccn2)c(C)n1-c1ccc(Br)cc1 | x | -1 | 0 | 0.1 | x | x | -13 | x | x
57 | Cc1cc(OC2CCCCC2)nc(-c2ccccc2O)n1 | 2 | 5 | 0 | -0.1 | 5 | 0 | 19 | 2 | 1.3

One compound at a time, from the list above. Order of screens: MCL1-BIM inh, GLD-1 RNA inh, GRK2 inh, Efflux pump mplx, BCLXL inh, PME-1 primary, VLA-4 inh, Fam108B inh, MEX-5 binding
CN(C)CCCNC(=O)c1ccc(Oc2ccccc2)cc1 reads 6, -7, 0, 0.8, 7, 0, -2, 4, -1.0
Fc1ccc(NC(=S)N2CCSC2c2cccs2)cc1 (stereo not given) reads 9, 3, 3, -0.2, 6, 3, 8, 0, -0.4

Screening results (PubChem)

These rows are one share of the data (hit frequency here may not be typical).
